# High-throughput results: PubChem BioAssay, Sanford-Burnham Center for Chemical Genomics
# SENP7 inh – inhibitors of human SENP7 protease; Q9BQF6; recombinant SENP7, Z-RLRGG-aminoluciferin luminescence, 40 min; inhibition, % at 5 µM; 330,000 tested, 1.5% active;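 active = inhibition above about 50% at the single test dose, limit read from the data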;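 also: plate controls were DMSO with enzyme for no effect and no enzyme buffer wells for full effect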
# Target sequence (Q9BQF6 706-1050 limits assumed): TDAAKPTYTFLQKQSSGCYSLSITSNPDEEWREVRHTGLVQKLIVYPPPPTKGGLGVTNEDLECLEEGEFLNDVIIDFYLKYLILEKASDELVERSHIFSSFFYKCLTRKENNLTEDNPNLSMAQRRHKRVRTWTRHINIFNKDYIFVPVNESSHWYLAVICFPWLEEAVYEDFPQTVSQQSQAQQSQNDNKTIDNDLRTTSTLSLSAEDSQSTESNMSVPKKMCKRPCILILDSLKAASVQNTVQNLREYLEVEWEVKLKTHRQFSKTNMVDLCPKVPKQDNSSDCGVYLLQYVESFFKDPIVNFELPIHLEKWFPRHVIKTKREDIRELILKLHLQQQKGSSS
# HKDC1 inhibitor – blocks human hexokinase HKDC1 activity | Q2TB90 | inhibition, % at 20 µM | 340,000 tested, 0.16% active | recombinant HKDC1, G6PDH/diaphorase resazurin coupled fluorescence;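 active = inhibition above about 35% when tested at 20 µM, limit read from the data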;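 also: plate controls were DMSO wells with enzyme for no effect and DMSO wells lacking enzyme for full effect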
#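 Assay system – recombinant HKDC1 (HK5) hexokinase enzyme, produced in-house · Input – HKDC1 at 5 µg/mL · Reagent – glucose plus 1 mM ATP as hexokinase substrates · Timing – 90 min reaction incubation at room temperature, dark · Measured by – G6PDH/diaphorase-coupled fluorescence, 1 mM NADP, 100 µM resazurin, 525/613 nm · Benchmarks – DMSO-enzyme wells negative, buffer-substituted wells positive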
# SENP1 FRET inh – SENP1 (human) catalytic domain inhibition | Q9P0U3 | recombinant SENP1 catalytic domain, CyPet-SUMO1-YPet FRET cleavage | inhibition, % at 10 µM | 360,000 tested, 0.21% active | AID 624204;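 active = inhibition at least 30% at 10 µM, raw YFP signal under a set limit, fluorescence ratio 0.5 to 1.5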;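 also: 0% = enzyme with DMSO and 100% = no enzyme wells; some results filed as inactive read as strong as hits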
# Target sequence (Q9P0U3 419-644 limits assumed): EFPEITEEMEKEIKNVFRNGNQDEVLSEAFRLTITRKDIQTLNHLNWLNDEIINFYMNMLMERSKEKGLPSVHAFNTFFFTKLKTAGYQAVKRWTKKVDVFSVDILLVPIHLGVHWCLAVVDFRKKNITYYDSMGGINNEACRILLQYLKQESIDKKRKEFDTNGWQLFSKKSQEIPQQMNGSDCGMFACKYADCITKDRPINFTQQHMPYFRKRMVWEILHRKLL
#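 Compound: 10 µM single point, 0.5% DMSO; Test system: hSENP1 catalytic domain, recombinant; Timing: 50 min reaction at room temperature; Technique: FRET, CFP and YFP emission; Control set: no-enzyme wells low, DMSO-plus-enzyme wells high control.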
# Apaf-1 inh – inhibitors of human Apaf-1 apoptosome | O14727 | reconstituted apoptosome caspase-3 activity, DEVD-Rh110 fluorescence | inhibition, % at 20 µM | 330,000 tested, 0.71% active; active = inhibition of at least 40% at 20 µM;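 also: plate controls were DMSO wells for no effect and DEVD-CHO caspase inhibitor wells for full effect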
#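 Assay system – apoptosome proteins · Medium – Hepes buffer, pH 7.5 · Also added – cytochrome c with DEVD-Rh110 · Timing – 30 min compound preincubation, 50 min activation, room temperature · Detection – Rh110 fluorescence, excitation 480 nm, emission 540 nm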
# SENP8 block-1 – SENP8 protease inhibition | Q96LD8 | purified SENP8, Z-RLRGG-aminoluciferin cleavage, luminescence | inhibition, % at 10 µM | 330,000 tested, 1.2% active | AID 2540; in the data active = inhibition above about 50%
# PfG6PD inh – PfG6PD (Plasmodium falciparum) enzyme inhibition; AID 504690; 350,000 tested, 0.78% active; PfGluPho enzyme, NADPH resazurin-diaphorase fluorescence; inhibition, % at 20 µM;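 active = inhibition reaching at least a set limit at 20 µM in the primary screen, cut at about 59% in these data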;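 also: 0% = DMSO wells with substrate and 100% = DMSO wells lacking glucose-6-phosphate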
# SENP8 block-2 – blocks human SENP8 cleavage of Nedd8 substrate; recombinant SENP8, Nedd8 substrate fluorescence; AID 602440; inhibition, % at 20 µM; 360,000 tested, 0.64% active; in the data active = inhibition mostly above about 40%, no sharp cut-off; inactive = mostly below about 27%
# NALP3 yeast inh – NALP3 inhibition in yeast. Yeast reconstituted NLRP3/ASC/caspase-1, beta-gal luminescence, 24 h. inhibition, % at 10 µM. 330,000 tested, 0.39% active. AID 2825;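 active = inhibition of 50% or more; inactive = inhibition below 50%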;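 also: plate controls were induced DMSO wells for no effect and uninduced yeast grown without galactose for full effect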
# SENP6 block – inhibitors of human SENP6 protease | Q9GZR1 | Recombinant SENP6 catalytic domain, aminoluciferin luminescence | inhibition, % at 10 µM | 330,000 tested, 1.8% active | AID 2599;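 active = inhibition above about 50% at the single tested dose, limit read from the data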;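 also: plate controls were DMSO wells with enzyme for no effect and DMSO wells lacking enzyme for full effect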
# Target sequence (Q9GZR1 628-1112 limits assumed): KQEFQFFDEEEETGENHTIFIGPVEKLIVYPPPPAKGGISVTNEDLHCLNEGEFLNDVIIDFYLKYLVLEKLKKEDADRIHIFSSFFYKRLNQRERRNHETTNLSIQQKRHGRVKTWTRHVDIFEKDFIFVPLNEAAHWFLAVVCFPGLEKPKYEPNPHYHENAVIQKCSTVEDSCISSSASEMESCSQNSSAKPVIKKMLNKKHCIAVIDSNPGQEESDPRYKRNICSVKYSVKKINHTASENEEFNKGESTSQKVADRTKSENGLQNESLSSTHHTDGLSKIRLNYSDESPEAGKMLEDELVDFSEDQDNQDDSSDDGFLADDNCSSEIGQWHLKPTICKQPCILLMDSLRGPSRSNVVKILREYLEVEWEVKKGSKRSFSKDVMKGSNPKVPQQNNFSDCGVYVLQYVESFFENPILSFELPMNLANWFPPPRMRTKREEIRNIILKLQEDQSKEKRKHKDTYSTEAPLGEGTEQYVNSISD
# The depositor's hits bear a star; . = no result given.
No.	molecule	SENP7 inh	HKDC1 inhibitor	SENP1 FRET inh	Apaf-1 inh	SENP8 block-1
1	CCC1CCCCN1CCNC(=O)c1[nH]c(C)c(C(C)=O)c1C (stereo not drawn)	0	-7	-5	-9	-4
2	O=c1ccc2ccc(O[C@@H]3O[C@H](CO[C@@H]4OC[C@](O)(CO)[C@H]4O)[C@@H](O)[C@H](O)[C@H]3O)cc2o1	-5	-4	0	-9	6
3	OCC[C@@H]1C[C@H](O)[C@@H](O)[C@]2(CCCO2)O1	10	-1	3	1	-3
4	CCOc1ccc(S(=O)(=O)Nc2ccc(F)cc2)c(C)c1C	7	-9	1	1	10
5	COC(=O)c1cc(=O)[nH]c(SCc2cccc(C)c2)n1	8	-7	0	1	8
6	Cc1ccc(S(=O)(=O)N(C)CC(=O)OCC(=O)NC(=O)NC(C)C)cc1	2	-5	1	-5	3
7	Cc1cc(C(=O)CCl)c(C)n1Cc1ccco1	0	16	-2	-7	1
8	C/C(Nc1ccc(F)cc1)=C(/C#N)C(N)=O	-5	-3	3	-4	-12
9	CC1CCCCN1C(=O)COC(=O)c1cc([N+](=O)[O-])ccc1N1CCOCC1 (stereo not drawn)	-7	-3	0	-3	4
10	COc1cccc(S(=O)(=O)NCC(=O)N2CCCCCC2)c1	-6	-7	1	-5	-7
11	CCOc1ccccc1NC(=O)CCCc1ccc(OC)c(C)c1	5	11	0	10	-5
12	NC(=O)COc1ccc(=O)n(-c2ccccc2)n1	6	-2	1	3	-12

No.	PfG6PD inh	SENP8 block-2	NALP3 yeast inh	SENP6 block
1	-1	16	-3	-10
2	-6	-61	13	11
3	-8	8	25	-10
4	7	6	18	-6
5	12	13	13	5
6	0	6	15	8
7	13	5	-83	10
8	8	24	11	1
9	-3	6	9	-4
10	0	3	19	3
11	19	-2	30	4
12	-9	11	13	-21

# Some of the entries so far, tab-delimited.
item	smiles	SENP7 inh	HKDC1 inhibitor	SENP1 FRET inh	Apaf-1 inh	SENP8 block-1	PfG6PD inh	SENP8 block-2	NALP3 yeast inh	SENP6 block
1	CCC1CCCCN1CCNC(=O)c1[nH]c(C)c(C(C)=O)c1C (stereo not drawn)	0	-7	-5	-9	-4	-1	16	-3	-10
2	O=c1ccc2ccc(O[C@@H]3O[C@H](CO[C@@H]4OC[C@](O)(CO)[C@H]4O)[C@@H](O)[C@H](O)[C@H]3O)cc2o1	-5	-4	0	-9	6	-6	-61	13	11
3	OCC[C@@H]1C[C@H](O)[C@@H](O)[C@]2(CCCO2)O1	10	-1	3	1	-3	-8	8	25	-10
4	CCOc1ccc(S(=O)(=O)Nc2ccc(F)cc2)c(C)c1C	7	-9	1	1	10	7	6	18	-6
5	COC(=O)c1cc(=O)[nH]c(SCc2cccc(C)c2)n1	8	-7	0	1	8	12	13	13	5
6	Cc1ccc(S(=O)(=O)N(C)CC(=O)OCC(=O)NC(=O)NC(C)C)cc1	2	-5	1	-5	3	0	6	15	8
7	Cc1cc(C(=O)CCl)c(C)n1Cc1ccco1	0	16	-2	-7	1	13	5	-83	10
8	C/C(Nc1ccc(F)cc1)=C(/C#N)C(N)=O	-5	-3	3	-4	-12	8	24	11	1
9	CC1CCCCN1C(=O)COC(=O)c1cc([N+](=O)[O-])ccc1N1CCOCC1 (stereo not drawn)	-7	-3	0	-3	4	-3	6	9	-4
10	COc1cccc(S(=O)(=O)NCC(=O)N2CCCCCC2)c1	-6	-7	1	-5	-7	0	3	19	3

# (continued)
No.	molecule	SENP7 inh	HKDC1 inhibitor	SENP1 FRET inh	Apaf-1 inh	SENP8 block-1
13	COc1cccc2c1OC1(C)CC2NC(=O)N1c1cccc(C(=O)N2CCN(c3ccccc3)CC2)c1 (stereo not drawn)	-11	1	2	-4	-2
14	N#CNC(=Nc1cccc(F)c1)SCc1ccccc1F	-4	14	3	-8	-11
15	Cn1cnc([N+](=O)[O-])c1Sc1nc(N)nc2c1ncn2C1OC(CO)C(O)C1O (stereo not drawn)	.	-5	0	.	.
16	CCNc1nc(NC(C)C)nc(OCCOC(=O)Nc2ccccc2)n1	6	1	2	-1	5
17	Cc1ccc(NC(=O)C(C)OC(=O)CCNS(=O)(=O)c2ccc(C)cc2)cc1 (stereo not drawn)	-5	-10	4	2	-13
18	COC(=O)/C=C/S(=O)(=O)c1ccc(NC(C)=O)cc1	1	0	1	-9	1
19	Cc1ccc(NC(=O)c2ccccc2NC(=O)c2cccs2)cc1	0	-1	1	10	0
20	Cc1ccc2c(C(=O)CN3CCN(C(=O)c4ccco4)CC3)c(C)[nH]c2c1	-1	-4	-3	9	-12
21	CN(C)c1ccc(CN(CC2CCCO2)C(=O)c2cc3ccccc3o2)cc1 (stereo not drawn)	12	1	3	10	-8
22	Brc1cccc(OCCN2CCc3ccccc3C2)c1	-15	4	1	15	-3
23	CCOC(=O)Nc1ccc(C)cc1Br	-2	-8	2	5	-9
24	Cc1c(N=Cc2ccccn2)c(=O)n(-c2ccccc2)n1C	-1	-5	3	-19	-1

No.	PfG6PD inh	SENP8 block-2	NALP3 yeast inh	SENP6 block
13	-9	10	11	-2
14	-26	9	7	-24
15	17	14	.	.
16	4	10	1	-10
17	-12	21	-4	-28
18	3	27	-22	-7
19	20	2	10	-16
20	20	12	10	-11
21	8	-3	30	-6
22	-15	10	18	-28
23	0	32	17	7
24	9	16	9	-4

# Additional entries follow:
No.	molecule	SENP7 inh	HKDC1 inhibitor	SENP1 FRET inh	Apaf-1 inh	SENP8 block-1
25	CCn1cc(C2=NC(CCSC)CO2)c2ccccc21 (stereo not drawn)	6	1	3	-1	0
26	CC1(C)NC(=O)N(CC(=O)OCC(=O)Nc2cccc(S(N)(=O)=O)c2)C1=O	7	-14	2	-2	1
27	CCOc1ccccc1NC(=O)CSc1nnc2ccc(-c3ccncc3)nn12	-6	-1	2	-20	-1
28	N#C/C(=C(/O)c1ccc(F)cc1)c1nc2ccccc2s1	51*	11	-11	5	82*
29	CCN(CC)C(=O)CN1C(=O)C(=O)c2ccccc21	3	-2	-1	-7	-3
30	C=CCn1c(C(c2ccccc2)c2ccccc2)n[nH]c1=S	1	-14	0	5	2
31	C(=C\c1ccccc1)/C=N/n1cnnc1	4	-3	2	2	-1
32	C=CCn1c(=NC(=O)CN2C(=O)CCC2=O)sc2cc(S(N)(=O)=O)ccc21	1	-3	-10	-1	7
33	O=C(Nc1cccc(F)c1)c1ccc(Cn2cc([N+](=O)[O-])cn2)o1	5	-5	3	3	-2
34	CC(C)[C@H](CO)Nc1nc(Nc2ccc(Cl)c(C(=O)O)c2)c2ncn(C(C)C)c2n1	-12	1	0	44*	-13
35	COc1ccc(CCNC(=O)CN2CCN(Cc3ccc(F)cc3)C2=O)cc1OC	-2	-6	1	5	-4
36	COc1ccc(-c2nnc(SCC(=O)Nc3ccc4c(c3)OCCO4)n2N)cc1OC	4	-9	0	13	5

No.	PfG6PD inh	SENP8 block-2	NALP3 yeast inh	SENP6 block
25	21	17	0	-2
26	-2	9	4	2
27	8	21	17	9
28	35	-2	4	87*
29	2	7	11	11
30	13	10	22	-2
31	-8	16	16	6
32	7	1	15	-4
33	-7	7	0	8
34	-10	-3	10	-3
35	9	19	-3	0
36	0	11	-4	18

# (continued)
No.	molecule	SENP7 inh	HKDC1 inhibitor	SENP1 FRET inh	Apaf-1 inh	SENP8 block-1
37	CCOC(=O)[C@@H]1[C@H]2COc3cc(OC)ccc3[C@@H]2N2C(=O)N(c3cccc(C)c3)C(=O)[C@@]12C	-3	-2	4	7	-2
38	COC(=O)c1cc2ccc(OC)cc2c2cc(OC)c(OC)cc12	3	10	1	-5	6
39	Cc1c(S(=O)(=O)N2CCN(c3ccccc3)CC2)c(=O)n(C)c(=O)n1C	6	-2	2	-5	2
40	O=C(CCNC(=O)C1CCN(S(=O)(=O)c2ccccc2)CC1)NCc1ccccn1	11	-4	-1	0	-5
41	O=C(Nc1nnc(Cc2ccc(Cl)cc2)s1)c1ccncc1	-1	2	0	-17	-9
42	C=CCn1c(SCC(=O)OC)nc2sc3c(c2c1=O)CCN(C)C3	2	.	.	17	-1
43	COc1cccc2sc(N(CCCN(C)C)C(=O)C(c3ccccc3)c3ccccc3)nc12	-2	-2	1	10	-7
44	COc1ccc(C(CC(=O)Nc2ccccc2OC)n2cccc2)cc1 (stereo not drawn)	11	-9	1	11	-5
45	CC1=C(C(N)=O)C(c2ccc(Br)cc2)n2ncnc2N1 (stereo not drawn)	2	-4	2	2	8
46	O=C(NCC1CCCN1S(=O)(=O)c1cccs1)c1c(F)cccc1F (stereo not drawn)	-15	0	-9	7	-11
47	COc1cc(OC)c(OC)cc1CN1CCCC(C(=O)c2sccc2C)C1 (stereo not drawn)	11	-5	0	-3	-1
48	CC1CN(C(=S)Nc2ccc(Br)cc2)CC(C)O1 (stereo not drawn)	9	-6	12	1	-9

No.	PfG6PD inh	SENP8 block-2	NALP3 yeast inh	SENP6 block
37	5	9	5	-6
38	2	-397	14	0
39	-13	20	-5	-29
40	-11	-17	-2	-18
41	-32	22	25	-20
42	.	.	5	-6
43	-3	16	3	-38
44	13	12	7	-13
45	-2	6	-14	2
46	4	-34	6	-6
47	-16	20	8	6
48	5	6	25	13

# The list continues.
No.	molecule	SENP7 inh	HKDC1 inhibitor	SENP1 FRET inh	Apaf-1 inh	SENP8 block-1
49	Cc1ccc(S(=O)(=O)n2c3ccc(F)cc3c3nc(C)sc32)cc1	8	.	.	25	-1
50	Nc1nncn1C(=O)c1ccc(Cl)cc1Cl	6	1	3	-6	-8
51	O=[N+]([O-])c1cc(-c2ccc(/C=N/n3cnnc3)o2)ccc1Cl	0	-7	2	-5	-10
52	CC[C@@H](C)CN1C(=O)N[C@@H](CCc2ccccc2)C(C(C)=O)=C1C	4	2	3	-5	-7
53	O=C(COC(=O)C1CC(=O)N(Cc2ccccc2)C1)Nc1ccc(Cl)cc1F (stereo not drawn)	-9	-5	1	4	-4
54	O=[N+]([O-])c1cc(Cl)ccc1Sc1ccccn1	7	0	1	-5	1
55	Cc1ccc(C)c(NC(=O)c2cc3ccccc3o2)c1	53*	2	1	12	26
56	O=C(Nc1ccc(N2CCOCC2)nc1)c1ccc(C(F)(F)F)cc1	-11	6	2	6	-1
57	C[C@@H]1COC(=O)[C@@H](NC(=O)OCC2c3ccccc3-c3ccccc32)C/C=C\C[C@@H](CC(=O)N(CCO)Cc2ccccc2)C(=O)N1	9	-6	-9	20	3
58	CCOc1cc(/C=C2\CN(C)C/C(=C\c3ccc(O)c(OCC)c3)C2=O)ccc1O	-4	24	12	12	-8

No.	PfG6PD inh	SENP8 block-2	NALP3 yeast inh	SENP6 block
49	.	.	32	14
50	7	12	3	0
51	11	4	26	10
52	2	13	1	-18
53	-8	7	-4	-8
54	51	21	13	-35
55	17	11	55*	40
56	7	18	6	7
57	25	14	15	-9
58	19	7	15	2
